697 NFkB inh: inhibitors of the PMA/ionomycin-induced NF-kB reporter in 697 B cells; 697 B-cell NF-kB luciferase reporter, 16 h; inhibition, % at 4 µM; 330,000 compounds, 0.33% hits; in the data active means inhibition above about 35%
UBC13 inh: blocks human UBC13 polyubiquitin chain formation; P61088; TR-FRET; inhibition, % at 20 µM; 330,000 compounds, 0.47% hits; in the data active means inhibition above about 45%, passing the limit was not always enough
Target sequence (P61088 whole entry, looked up): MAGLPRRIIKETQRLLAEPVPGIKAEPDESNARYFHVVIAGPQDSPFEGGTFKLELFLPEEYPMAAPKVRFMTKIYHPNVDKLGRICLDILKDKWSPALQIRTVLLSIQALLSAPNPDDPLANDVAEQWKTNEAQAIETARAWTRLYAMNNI
Jurkat NFkB inh: lowers PMA/ionomycin-induced NF-kB signal in Jurkat cells. PMA/ionomycin-induced NF-kB luciferase reporter, luminescence. inhibition, % at 4 µM. 330,000 compounds, 0.53% hits. AID 435003
SENP7 inh: inhibitors of human SENP7 protease; Q9BQF6; recombinant SENP7, Z-RLRGG-aminoluciferin luminescence, 40 min; inhibition, % at 5 µM; 330,000 compounds, 1.5% hits; AID 434973;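 active means inhibition above about 50% at the single test dose, limit read from the data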;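 further: plate controls were DMSO with enzyme for no effect and no enzyme buffer wells for full effect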
Target sequence (Q9BQF6 706-1050 limits assumed): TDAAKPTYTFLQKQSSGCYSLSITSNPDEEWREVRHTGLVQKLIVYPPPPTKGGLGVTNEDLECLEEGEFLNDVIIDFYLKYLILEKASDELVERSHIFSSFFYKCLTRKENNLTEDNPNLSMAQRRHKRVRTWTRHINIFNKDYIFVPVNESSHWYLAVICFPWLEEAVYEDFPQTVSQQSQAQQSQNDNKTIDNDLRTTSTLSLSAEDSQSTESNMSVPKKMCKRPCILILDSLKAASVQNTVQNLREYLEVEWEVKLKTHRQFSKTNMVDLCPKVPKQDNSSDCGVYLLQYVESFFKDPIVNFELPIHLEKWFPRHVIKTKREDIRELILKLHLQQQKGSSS
Gli-Sufu antag: Gli-Sufu pathway antagonism; inhibition, % at 5 µM; Sufu-KO-LIGHT fibroblasts, Gli luciferase reporter luminescence; AID 588413; 340,000 compounds, 0.74% hits;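 active means inhibition above about 55%, limit read from the data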;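 further: 0% = DMSO-treated cells and 100% = wells with medium but no cells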
SENP8 inh: SENP8 protease inhibition. Q96LD8. purified SENP8, Z-RLRGG-aminoluciferin cleavage, luminescence. inhibition, % at 10 µM. 330,000 compounds, 1.2% hits. AID 2540
Target sequence (Q96LD8 whole entry, looked up): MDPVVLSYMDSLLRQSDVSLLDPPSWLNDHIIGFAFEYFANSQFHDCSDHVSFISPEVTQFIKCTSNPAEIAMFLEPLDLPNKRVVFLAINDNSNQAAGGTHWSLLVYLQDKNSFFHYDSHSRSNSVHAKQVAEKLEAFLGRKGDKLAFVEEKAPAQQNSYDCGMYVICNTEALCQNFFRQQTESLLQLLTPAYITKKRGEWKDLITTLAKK
HKDC1 inh: HKDC1 (human) hexokinase inhibition; Q2TB90; recombinant HKDC1, G6PDH/diaphorase resazurin coupled fluorescence; inhibition, % at 20 µM; 340,000 compounds, 0.16% hits;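 active means inhibition above about 35% when tested at 20 µM, limit read from the data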;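 further: plate controls were DMSO wells with enzyme for no effect and DMSO wells lacking enzyme for full effect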
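Assay system – recombinant HKDC1 (HK5) hexokinase enzyme, produced in-house · Input – HKDC1 at 5 µg/mL · Reagent – glucose plus 1 mM ATP as hexokinase substrates · Timing – 90 min reaction incubation at room temperature, dark · Measured by – G6PDH/diaphorase-coupled fluorescence, 1 mM NADP, 100 µM resazurin, 525/613 nm · Benchmarks – DMSO-enzyme wells negative, buffer-substituted wells positive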
Apaf-1 inh: blocks human Apaf-1 apoptosome activity | O14727 | reconstituted apoptosome caspase-3 activity, DEVD-Rh110 fluorescence | inhibition, % at 20 µM | 330,000 compounds, 0.71% hits | AID 489030; active means inhibition of at least 40% at 20 µM;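 further: plate controls were DMSO wells for no effect and DEVD-CHO caspase inhibitor wells for full effect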
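Medium: Hepes buffer, pH 7.5 / System: biochemical Apaf-1 apoptosome reconstitution / Measured by: Rh110 fluorescence, excitation 480 nm, emission 540 nm / Times: compound with Apaf-1, dATP, procaspase-3 30 min, then 50 min reaction, room temperature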
* marks the source's active call; other numbers are inactive results; i = inactive; / = not tested or not shown. Unless noted, no stated cut-off is given here; in the data, active means inhibition above about 50%; inactive means the rest.

SMILES	697 NFkB inh	UBC13 inh	Jurkat NFkB inh	SENP7 inh	Gli-Sufu antag	SENP8 inh	HKDC1 inh	Apaf-1 inh
CCOC(=O)C1=C(NC(=S)NC(=O)c2ccccc2)c2ccccc2CC1(C)CC (configuration not stated)	-267	6	-37	2	-1	2	-9	11
CCCn1c(CN2CCN(C)CC2)nc2ccccc21	23	7	13	-4	13	-6	-10	-19
Brc1ccc(N=C/C=C/C=C/Nc2ccc(Br)cc2)cc1	9	5	16	2	-5	4	-14	-4
O=C(Cn1nnc(-c2ccccc2F)n1)Nc1ccc(S(=O)(=O)NC2CCCC2)cc1	15	0	-8	6	5	9	9	10
CC(Nc1n[nH]c(=O)[nH]c1=O)C(=O)N/N=C/c1cccs1 (configuration not stated)	14	3	-3	-2	-8	7	-6	-1
O=C(c1cc2c(cc1Br)OCCCO2)N1CCCCC1	2	9	8	1	2	0	8	3
Cc1ccc(C)c(S(=O)(=O)N/N=C2/CCCc3ccccc32)c1	13	-4	11	3	1	4	5	11
CCN(c1ccccc1)c1nc2ccsc2c(=O)s1	-9	16	-20	11	-12	4	5	4
Cc1ccsc1CN(C)C(=O)C1CCC(=O)N(CCc2cccc(F)c2)C1 (configuration not stated)	-61	2	-44	-9	0	9	-5	0
CCCCN(C(=O)CN1C(=O)C2CCCCC2C1=O)c1c(N)n(CCC)c(=O)[nH]c1=O (configuration not stated)	-8	-3	11	6	-2	1	-3	-2
CCC(C)N(C(=O)CSc1nnnn1-c1ccccc1OC)C1CCS(=O)(=O)C1 (configuration not stated)	16	3	-14	-9	-14	-7	-8	39
COc1ccc(C(=O)NCc2ccc3[nH]c(C)cc3c2)cc1OC	-1	-15	1	-8	-4	-5	-9	5
CCOC(=O)CN1C(=O)C(Sc2n[nH]c(-c3ccc(C)cc3)n2)CCc2ccccc21 (configuration not stated)	-18	5	13	3	4	6	-4	3
C=CCOC(=O)CCC(=O)Nc1cc(OC)nc(OC)n1	11	8	4	-1	5	-8	-5	7
COc1ccc(C2CC(c3c(O)cc(C)oc3=O)=NCCS2)c(OC)c1 (configuration not stated)	-32	2	49	-6	8	-7	3	0
CCOc1ccc(N(CC(=O)NC(C)C)C(=O)CCC(=O)Nc2ccccn2)cc1	4	-2	9	3	-7	8	2	-3
CCn1c(C)nc2c(=O)oc3ccccc3c21	-16	2	-4	-2	-6	10	12	-9
Cc1cc(C)c2c(c1)/C(=c1/sc3n(c1=O)CN(c1ccccc1)CN=3)C(=O)N2	21	-48	12	0	8	-2	-1	-7
COc1cccc(CN2CCN(C(=S)NCc3ccc(Cl)cc3)CC2)c1	16	0	16	6	8	-6	-4	20
Cc1cc(C)c(S(=O)(=O)n2ccc(-c3ccc(OCCN(C)c4ccccn4)cc3)n2)c(C)c1	2	-3	-1	0	-4	-2	6	11
CC1Sc2ccc(Cl)cc2-c2nc(N)ncc21 (configuration not stated)	-1	14	4	-5	-20	4	-9	-1
COc1cccc(N=Nc2ccc3ccccc3c2O)c1	i	-111	-197	100*	-34	96*	9	21
Cc1c(Cl)c([N+](=O)[O-])nn1CC(=O)N1CCN(C23CC4CC(CC(C4)C2)C3)CC1	1	-2	18	6	10	1	-5	3
CC(=O)N(C)c1ccc(N=NC2C(=O)N(C(N)=S)N=C2C)cc1 (configuration not stated)	-195	-35	-69	80*	-22	77*	-8	7
Cc1ccc(SC(C)C(=O)NC(N)=O)c(C)c1 (configuration not stated)	-9	2	-5	12	-5	3	-9	3

Nothing new here: entries from further up.
SMILES	697 NFkB inh	UBC13 inh	Jurkat NFkB inh	SENP7 inh	Gli-Sufu antag	SENP8 inh	HKDC1 inh	Apaf-1 inh
COc1ccc(C(=O)NCc2ccc3[nH]c(C)cc3c2)cc1OC	-1	-15	1	-8	-4	-5	-9	5
CCOC(=O)CN1C(=O)C(Sc2n[nH]c(-c3ccc(C)cc3)n2)CCc2ccccc21 (configuration not stated)	-18	5	13	3	4	6	-4	3

New compounds follow:
SMILES	697 NFkB inh	UBC13 inh	Jurkat NFkB inh	SENP7 inh	Gli-Sufu antag	SENP8 inh	HKDC1 inh	Apaf-1 inh
COc1ccccc1-n1cnc2cc(NS(=O)(=O)c3ccc(Br)cc3)ccc21	-3	-2	5	5	-2	-1	8	18
Cc1cccc(C)c1NC(=O)C1CCCN1C(=O)NCc1ccccc1 (configuration not stated)	6	-4	3	-2	-1	0	-4	0
COc1ccc(CN(C)C(=O)Cn2cnc3c(NCc4ccccc4)ncnc32)cc1OC	-39	/	/	6	-6	/	9	5
CCOC(=O)N1CCN(C2CC(=O)N(c3ccc(Cl)c(Cl)c3)C2=O)CC1 (configuration not stated)	3	-2	3	13	1	-13	-7	0
CC(=O)c1ccc(C(=O)N2CCc3c([nH]c4ccccc34)C2c2ccccn2)s1 (configuration not stated)	13	-7	12	5	2	11	-4	-2
COc1ccc(OCCOC(=O)CCS(=O)(=O)c2ccc(C)cc2)cc1	0	1	-8	7	-8	-8	-2	7
CN(C)CCN(Cc1ccccc1)S(=O)(=O)c1ccc2c(c1)n(C)c(=O)c(=O)n2C	3	6	1	8	4	0	2	-3
CCN1CCN(CCCNC(=O)c2cc3c(=O)oc4ccc(C)cc4c3s2)CC1	-9	10	-11	-3	12	-3	17	19
COc1ccc(C(=O)NC(=S)N2CCCCC2c2cccnc2)cc1OC (configuration not stated)	-9	-13	-4	-10	1	2	-6	6
O=C(CSc1nnc(NC(=O)c2ccccc2)s1)NCc1ccco1	-43	0	-20	36	-55	15	-3	2
O=C(O)c1ccc(N2N=C(c3ccccc3)CC2c2ccccc2)cc1 (configuration not stated)	5	-3	-6	-9	5	-6	-2	9
N#CC(c1ccccc1)C1CCN(Cc2ccccc2)CC1 (configuration not stated)	-1	9	-1	1	12	-10	-8	1
CN1C(=S)SC(C)(C)C1(C)NO (configuration not stated)	1	4	7	-3	5	4	1	-3
COc1ccc2c(c1[N+](=O)[O-])CCC/C2=N/OC(=O)c1cccc2ccccc12	-9	-22	-12	14	0	-7	-3	-2
COc1ccc(NC(=O)COC(=O)CCCOc2ccc(Cl)cc2Cl)cc1	-4	-5	-4	-5	24	-14	5	15
Cc1nn(C(C)C(=O)N2CCCC2)c(=O)c2nn(-c3ccccc3)c(C)c12 (configuration not stated)	-19	-3	-7	-6	-12	-11	-3	2
COCCNC(=O)C(NC(=O)C1CCCCC1)C(C)C (configuration not stated)	1	8	-4	5	-4	7	-8	-25
CC(C)(C)CC(C)(C)NC(=O)CSCC(=O)Nc1ccc2ccccc2c1	-6	8	-2	1	-8	7	-3	25
CCS(=O)(=O)N1CCN(C(=O)c2cccnc2)CC1	18	-3	12	4	-3	10	-2	-3
COc1ccc(CC(=O)N/N=C(/C)c2ccco2)cc1	-10	-4	-6	9	9	-2	-6	-1
CC(C)NC(=O)C(=O)NCCc1ccc(Cl)cc1	11	-2	4	14	-6	-14	-5	1
CCN1C(=O)/C(=C\C(=O)c2cccs2)c2cc(Br)ccc21	0	0	8	-8	0	4	20	6
CCCCOc1ccc(CNC(=O)NS(=O)(=O)c2ccc(OCC(C)C)cc2)cc1	9	-6	-29	10	5	3	-5	17
NC(=O)C1CCN(C(=O)CSc2nc3ccccc3o2)CC1	13	2	8	3	21	0	-6	-5
CCOc1ccc2ncc(S(=O)(=O)c3ccccc3)c(N3CCC4(CC3)OCCO4)c2c1	-5	15	11	4	/	-5	/	15

Only Jurkat NFkB inh, SENP8 inh and Gli-Sufu antag (6 entries from above):
compound | Jurkat NFkB inh | SENP8 inh | Gli-Sufu antag
CN(C)CCN(Cc1ccccc1)S(=O)(=O)c1ccc2c(c1)n(C)c(=O)c(=O)n2C | 1 | 0 | 4
CCN1CCN(CCCNC(=O)c2cc3c(=O)oc4ccc(C)cc4c3s2)CC1 | -11 | -3 | 12
COc1ccc(C(=O)NC(=S)N2CCCCC2c2cccnc2)cc1OC (configuration not stated) | -4 | 2 | 1
O=C(CSc1nnc(NC(=O)c2ccccc2)s1)NCc1ccco1 | -20 | 15 | -55
O=C(O)c1ccc(N2N=C(c3ccccc3)CC2c2ccccc2)cc1 (configuration not stated) | -6 | -6 | 5
N#CC(c1ccccc1)C1CCN(Cc2ccccc2)CC1 (configuration not stated) | -1 | -10 | 12

(further entries)
SMILES	697 NFkB inh	UBC13 inh	Jurkat NFkB inh	SENP7 inh	Gli-Sufu antag	SENP8 inh	HKDC1 inh	Apaf-1 inh
CC(C)(C)n1nc2c(c1NC(=O)Cc1cccc3ccccc13)CS(=O)(=O)C2	-4	-5	-3	11	-11	5	6	-6
CCOC(=O)C1=NN(c2ccc(Cl)cc2)C(c2ccccc2)CC1=O (configuration not stated)	-11	-6	-14	1	6	3	3	27
Cn1cccc1Cc1nnc(SCC(=O)NCCc2ccccc2)n1C	5	5	4	-3	2	-1	6	-1
Cc1ccc(Nc2nc(-c3sc(NC(=O)c4ccccc4)nc3C)cs2)cc1	-25	-1	-25	13	-52	41	-78	9
CCOc1ccc(C2/C(=C(/O)c3ccc4c(c3)CC(C)O4)C(=O)C(=O)N2CC2CCCO2)cc1 (configuration not stated)	2	-18	-6	1	33	8	6	5
COc1ccc(F)cc1S(=O)(=O)NCC1CCCO1 (configuration not stated)	2	-4	-1	3	-3	6	-7	-3
CCOc1ccc(N2C(=O)Nc3ccccc3C2(O)C(=O)NCc2ccccc2)cc1 (configuration not stated)	-10	-18	-6	-8	-1	-9	-6	-5
COc1cc(/C=N/N=C2/NC(=O)C(CC(=O)O)S2)ccc1OCc1cccc(Cl)c1 (configuration not stated)	24	-10	-25	-2	-4	-2	-7	4
COc1cccc(NC(=O)NNC(=O)C(C)Oc2ccc3ccccc3c2)c1 (configuration not stated)	15	5	10	0	5	-1	0	14
Cn1cccc1Cc1nnc(SCC(=O)NCc2ccc(F)cc2)n1-c1ccc(F)cc1	-2	-1	12	-3	-9	-1	-5	2
CCN1CCN(CCCNC(=O)c2ccc(NC(=O)C3=C(C)OCCS3)cc2)CC1	5	8	0	-1	-11	-1	4	3
CS(=O)(=O)N1CCC(C(=O)N2CCN(Cc3ccccc3)CC2)CC1	12	8	-8	-5	-10	1	-3	-1
CN(C)CCCCNCCCNC(=O)/C=N\O	11	7	10	5	-20	-7	-19	-1
Cc1ccc(NC(=O)C(OC(=O)c2ccccc2Cl)c2ccccc2)cc1Cl (configuration not stated)	5	-2	-2	4	5	1	-1	11
CCN(CC(=O)Nc1c(F)cccc1F)C(=O)CNC(=O)c1sc2ccccc2c1Cl	8	6	-10	0	8	-2	-6	-2
CCOc1ccc(S(=O)(=O)N2Cc3ccccc3CC2C(=O)NCCCn2ccnc2)cc1 (configuration not stated)	-10	2	0	2	/	4	-2	4
O=[N+]([O-])c1cc(Cl)cc(/C=N/Nc2nc3ccccc3s2)c1O	-16	-54	-19	-6	2	45	-10	3
Cc1nc2sc(C(c3ccccc3)N3CC(C)OC(C)C3)c(O)n2n1 (configuration not stated)	-5	4	-12	8	4	-4	0	1
COc1ccc(CCN2CCCn3c2nc2c3c(=O)n(Cc3ccccc3F)c(=O)n2C)cc1OC	-7	-1	-24	-6	8	-9	6	12
Cc1cc(-c2nc3ccccc3[nH]2)ccc1N	-86	14	-142	91*	-46	70*	-3	-10
COc1ccc(NC(=O)CN(C)C(=O)CCCSc2nc3ccccc3[nH]2)cc1	-13	0	-14	12	-2	-7	-7	-11
CC1(C)CN(c2ccc(F)cc2)C1=O	-3	-14	13	6	2	-3	-7	-10
O=C(CCl)N1c2ccccc2OCC1c1ccccc1 (configuration not stated)	22	9	7	9	-4	-1	28	11
O=C(CSc1nccc(=O)[nH]1)NC1CCCc2ccccc21 (configuration not stated)	19	-3	16	0	9	3	1	-28
Cc1ccc(S(=O)(=O)N2CCN(C(=O)c3ccc(OCc4c(C)noc4C)cc3)CC2)cc1	-19	-10	9	-2	2	-3	3	8

Look-ups from the results shown.
Reading of CCOc1ccc(S(=O)(=O)N2Cc3ccccc3CC2C(=O)NCCCn2ccnc2)cc1 (configuration not stated) under Jurkat NFkB inh: 0
Reading of Cc1ccc(S(=O)(=O)N2CCN(C(=O)c3ccc(OCc4c(C)noc4C)cc3)CC2)cc1 under SENP7 inh: -2

Screening results: PubChem, Sanford-Burnham Center for Chemical Genomics
